Abeta rescue: qHTS for compounds that reverse cellular toxicity of Amyloid beta (A-beta) peptide in yeast: Primary Screen; yeast expressing A-beta42, growth rescue, OD600, 48 h; response scale: 0% DMSO, 100% iron-clioquinol control; Potency, µM (series often up to 46.1 µM), for inactives: at the highest dose growth rescue, hits mostly activators; AID 1347071, 2019; 0.063% of 410,000 active; further: potency means the concentration at half of the fitted maximal effect; nearly all actives have a fitted effect of over 55% in size
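Yeast growth medium received pinned compounds, then yeast cells expressing toxic A-beta were added; plates incubated at 30 C for 48 hr. Growth read as absorbance at 600 nm, normalized to DMSO and equimolar FeCl3 plus clioquinol controls.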
EPAC1 ag: qHTS for Agonist of cAMP-regulated guanine nucleotide exchange factor 3 (EPAC1): primary screen. Rap guanine nucleotide exchange factor 3 (Homo sapiens), O95398. EPAC1 agonist qHTS, biochemical assay; response scale: 100% = response to 6.5 mM cAMP. Potency, µM (doses to about 154 µM), for the others: at the top dose activation, most hits filed as activators. 0.073% of 360,000 active; further: potency means the concentration at half of the fitted maximal effect; nearly all actives have a fitted effect of over 60% in size
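Compounds were pinned as a concentration titration into mixtures of EPAC1 (100 nM), BODIPY-GDP-loaded Rap1B (250 nM) and GDP (50 uM). After 5 min at room temperature, fluorescence was followed for 30 min; activity was scaled to 6.5 mM cAMP.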
PI5P4Ka inh: qHTS for Inhibitors of phosphatidylinositol 5-phosphate 4-kinase (PI5P4K). PI5P4Kalpha enzyme, ADP-Glo luminescence, 60 min; active compounds read low. max response, %. 1.2% of 330,000 active. AID 652105, 2013; active means max response of -50% or lower; inconclusive means between -30% and -50%; inactive means -30% or higher; further: value at the top dose of about 77 µM; on the % scale 0 is the no-effect control and ±100 the full control effect
Target sequence (P48426 whole entry, looked up): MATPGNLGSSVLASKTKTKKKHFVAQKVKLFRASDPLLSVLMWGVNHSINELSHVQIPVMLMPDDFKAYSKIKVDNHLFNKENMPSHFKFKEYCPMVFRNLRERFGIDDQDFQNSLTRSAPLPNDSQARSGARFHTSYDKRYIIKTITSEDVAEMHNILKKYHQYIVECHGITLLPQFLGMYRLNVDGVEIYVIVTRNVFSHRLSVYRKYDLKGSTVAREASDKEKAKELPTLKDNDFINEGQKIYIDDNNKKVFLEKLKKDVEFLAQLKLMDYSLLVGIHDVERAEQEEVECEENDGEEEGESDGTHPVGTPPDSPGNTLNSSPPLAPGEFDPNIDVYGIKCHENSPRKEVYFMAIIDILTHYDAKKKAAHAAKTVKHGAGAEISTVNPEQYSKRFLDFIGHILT
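qHTS, 1536-well: enzyme/substrate mix, compound by pin tool, 5 microM ATP final; RT 60 min; ADP-Glo reagents 1 (45 min) then 2 (30 min); luminescence.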
WRN helicase inh: qHTS for Inhibitors of WRN Helicase | WRN helicase unwinding, fluorescent forked duplex, kinetic | 0.46% of 360,000 active | Bifunctional 3'-5' exonuclease/ATP-dependent helicase WRN (Homo sapiens), Q14191 | AID 651768, 2012 | Potency, µM (titrated, usually from 114 µM), for the others: top-dose activity change, negative = inhibition, actives largely listed as inhibitors; further: potency means the concentration at half of the fitted maximal effect; on the % scale 0 is the no-effect control and ±100 the full control effect; nearly all actives have a fitted effect of over 55% in size
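Enzyme (20 nM final) and test compound sit together 15 min at room temperature before substrate addition. Substrate is a single-forked duplex oligonucleotide (100 nM) labelled with fluorophore and quencher, with 2 mM ATP; helicase unwinding raises red fluorescence, read kinetically.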
IL2 activator: qHTS of IL-2 Activators | IL-2 activation reporter assay, cell-based qHTS; stimulated with anti-CD3/CD4/CD28 beads; in transgenic mouse T cells | activation, % (series mostly up to about 46 µM) | 0.065% of 360,000 active | AID 652025, 2013; in the data active means activation above about 50%; inconclusive means mostly about 30% to 49%; further: 0% is about no effect
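Unstimulated transgenic mouse T cells; 60-min compound exposure; bead-based TCR/CD4/CD28 stimulation; 18 h culture, 37 degrees C; dual fluorescence (EGFP, DsRed) plate cytometry.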
EPAC1 antagonist: qHTS for Antagonist of cAMP-regulated guanine nucleotide exchange factor 3 (EPAC1): primary screen. EPAC1 GEF assay, Rap1b-BODIPY-GDP exchange fluorescence. Potency, µM (titrated, usually from 115 µM), without a hit: at the top dose activity change, negative = inhibition, most hits filed as inhibitors. 0.14% of 360,000 active;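 further: potency means the concentration at half of the fitted maximal effect; plate controls were vehicle for no effect and positive control for full effect; nearly all actives have a fitted effect of over 50% in size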
PLK1 PBD block: qHTS for Inhibitors of PLK1-PDB (polo-like kinase 1 - polo-box domain): Primary Screen; 2.8% of 360,000 active; Potency, µM, inactives show max response, negative = inhibition, actives largely listed as inhibitors; Serine/threonine-protein kinase PLK1 (Homo sapiens), P53350; Plk1 PBD binding of FITC phosphopeptide, fluorescence polarization; further: potency means the concentration at half of the fitted maximal effect; series mostly up to about 57 µM; on the % scale 0 is the no-effect control and ±100 the full control effect; nearly all actives have a fitted effect of over 65% in size
Target sequence (P53350 whole entry, looked up, the tested form may be a part): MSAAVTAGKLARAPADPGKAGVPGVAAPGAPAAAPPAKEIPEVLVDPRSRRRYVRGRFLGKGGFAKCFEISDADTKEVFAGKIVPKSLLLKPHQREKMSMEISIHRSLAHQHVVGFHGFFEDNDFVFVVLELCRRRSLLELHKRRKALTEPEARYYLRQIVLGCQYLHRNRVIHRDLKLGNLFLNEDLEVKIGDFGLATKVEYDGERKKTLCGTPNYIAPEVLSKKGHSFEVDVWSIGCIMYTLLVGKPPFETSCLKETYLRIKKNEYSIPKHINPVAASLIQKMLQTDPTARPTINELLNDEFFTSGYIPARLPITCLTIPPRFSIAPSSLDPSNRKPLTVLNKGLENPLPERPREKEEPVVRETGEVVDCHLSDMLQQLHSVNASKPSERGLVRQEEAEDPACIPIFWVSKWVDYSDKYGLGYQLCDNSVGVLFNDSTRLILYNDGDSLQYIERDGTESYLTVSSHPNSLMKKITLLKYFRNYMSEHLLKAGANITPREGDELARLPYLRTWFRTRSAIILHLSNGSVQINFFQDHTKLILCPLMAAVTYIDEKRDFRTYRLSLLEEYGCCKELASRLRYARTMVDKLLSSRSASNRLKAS
FUS suppressor: qHTS for Suppressors of FUS Proteinopathy: Primary screen using FUS-linked yeast assay; AID 1347120, 2019; 0.24% of 390,000 active; S. cerevisiae FUS-expressing, growth rescue, OD600, 24 h; Potency, µM (top dose mostly 76.6 µM), inactives show top-dose growth rescue (activation), hits mostly activators;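 further: potency means the concentration at half of the fitted maximal effect; plate controls were DMSO vehicle for no effect and reference control for full effect; nearly all actives have a fitted effect of over 55% in size; some results filed as inactive show a strong effect at the top dose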
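Yeast FUS proteinopathy model; galactose-induced FUS (2%), starting OD 0.005. Cpds in dilution series, 24hr, 30C, 99% humidity. Abs 600 nm growth. Pos ctrl CP55940 (top 92uM final); neg ctrl DMSO.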
Starred values were filed as active, the others as inactive; ? = inconclusive; / = not tested or not shown; [ ] = remark or other dose. Unless noted, the call rests on the fitted dose curve; in most records, active means well fitted curve in the direction sought with a large enough effect; inconclusive means small, poorly fitted or top-dose-only effect, or another doubt; inactive means no such curve, though single readings can be large; an effect the other way counts as inactive or inconclusive.

SMILES	Abeta rescue	EPAC1 ag	PI5P4Ka inh	WRN helicase inh	IL2 activator	EPAC1 antagonist	PLK1 PBD block	FUS suppressor
COc1ccc2c(Cl)c(C(=O)NCCc3ccc(S(N)(=O)=O)cc3)sc2c1	-5%	0%	5	4%	0.0	0%	-5%	14%
Fc1ccccc1/C=N/N1CCN(Cc2ccccc2Cl)CC1	-22%	9%	22	-30%	3.7	-4%	-6%	11%
COc1ccc(CC(=O)Nc2ccc(/C(C)=N/NC(=O)c3ccc(OC)cc3OC)cc2)cc1	7%	5%	0	4%	-1.3	-25%	-3%	33%
CCCCc1cc(=O)oc2cc(OC(C)C(=O)NCC3CCC(C(=O)O)CC3)c(Cl)cc12 (stereo not given)	-29%	-15%	-6	0%	0.1	22%	-7%	33%
COc1ccc(C2/C(=C(\O)c3ccc4c(c3)OCCO4)C(=O)C(=O)N2c2nc(C)c(C(C)=O)s2)cc1 (stereo not given)	0%	4%	-5	8%	-3.9	0%	-24%	24%
CCOc1ccc(CCNC(=O)COc2cccc(-n3cnnn3)c2)cc1OCC	-12%	0%	-4	-14%	0.2	0%	-1%	8%
CC1=C(C(=O)N(C)C)CC(CC(=O)NCc2cccc3ccccc23)C(=O)N1Cc1ccc(F)cc1 (stereo not given)	-4%	8%	-2	-10%	-0.2	3%	-3%	25%
COc1ccccc1NC(=O)N(C1CCCC1)C1CCN(C(C)=O)CC1	1%	8%	-1	-2%	-0.1	-2%	6%	-23%
COc1ccc(CN(C)C(=O)c2ccc(NS(=O)(=O)c3ccc4[nH]c(=O)[nH]c4c3)cc2)c(OC)c1OC	-6%	11%	11	6%	-0.4	-10%	-4%	15%
COc1ccc([N+](=O)[O-])cc1NC(=O)C(C)OC(=O)Cn1[nH]c(=O)c2ccccc2c1=O (stereo not given)	9%	4%	-7	-6%	0.6	0%	-3%	-3%
Cc1nn2c3c(cnc2c1-c1ccccc1)C(=O)CC(c1ccco1)C3 (stereo not given)	13%	-5%	-5	8%	-1.3	4%	1%	9%
COc1ccc2oc(/C=C/N(C)C)c(C(=O)c3ccc(Cl)cc3)c2c1	-3%	4%	/	-17%	-4.7	?	-8%	52%
O=C1NCC(CN(c2ccccc2)c2ccccc2)O1 (stereo not given)	-4%	-4%	1	-2%	-0.1	-1%	-1%	6%
CCOc1ccc(S(=O)(=O)N2CCN(C(=O)C3CSC4(C)CCC(=O)N34)CC2)cc1 (stereo not given)	-16%	7%	-2	9%	-4.5	-2%	3%	/
COc1cc(OC)c(NC(=O)CCCNC(=O)Cn2cnc3sc(C)c(C)c3c2=O)cc1Cl	3%	3%	-5	3%	0.0	0%	-2%	24%
Cc1cc(C)n(CC(O)COc2ccc3ccccc3c2)n1 (stereo not given)	23%	-4%	-4	-8%	0.4	3%	-23%	5%
C=CCNC(=O)/C(C#N)=C\c1cc(Cl)c(OCC)c(OC)c1	?	6%	5	-8%	0.1	-4%	-21%	-10%
Nc1ncc([N+](=O)[O-])cc1Br	-6%	2%	-2	-3%	-2.6	7%	-6%	-28%
Cc1ccc(NP(=O)(c2ccc(N(C)C)cc2NC(=O)c2cccs2)N2CCOCC2)cc1 (stereo not given)	22%	6%	13	-25%	-0.3	?	-5%	6%
O=C(CSc1nnc(CCCN2C(=O)c3cccc4cccc(c34)C2=O)n1-c1ccccc1)NCCCO	7%	-3%	5	4%	-1.5	-3%	-9%	/
COC(=O)c1ccc(NC(=O)Nc2ccccc2F)cc1	-15%	-7%	-5	-3%	-2.6	-17%	-1%	-5%
CCCc1nc2oc3ccccc3c(=O)c2c(=O)n1CCCOC	-23%	-2%	9	-22%	0.2	4%	1%	-2%
CC(=O)c1ccc(Nc2nc(NCCO)nc(OC(C(F)(F)F)C(F)(F)F)n2)cc1	10%	11%	14	-5%	-0.2	?	-3%	44%
CC(C)c1nc2oc3ccccc3c(=O)c2c(=O)n1-c1ccccc1	6%	4%	/	2%	-1.0	12%	-2%	11%
CNC(=O)NC(=O)CSc1nnc(-c2ccc(F)cc2)n1CC1CCCO1 (stereo not given)	-11%	9%	-18	-31%	0.5	-1%	?	16%

(next part)
SMILES	Abeta rescue	EPAC1 ag	PI5P4Ka inh	WRN helicase inh	IL2 activator	EPAC1 antagonist	PLK1 PBD block	FUS suppressor
S=C(Cc1ccccc1)N1CCOCC1	-3%	6%	13	-22%	-1.6	5%	-6%	/
CCC(=O)c1ccc(OCC(=O)N(Cc2nnc(-c3ccccc3Cl)o2)C2CC2)cc1	18%	2%	7	-3%	-4.1	4%	1%	18%
O=C(NCCc1ccccc1)c1cnc2ccccc2n1	-9%	13%	-6	-11%	-1.2	9%	0%	-18%
O=C(NCCc1ccccc1)c1oc2ccccc2c1COc1ccccc1	14%	-4%	5	-7%	-6.5	?	-1%	21%
CCOC(=O)/C=C/C(=O)OCC(=O)Nc1ccc(OC)c(Cl)c1	-39%[inhibitor]	0%	-3	-17%	-3.0	-20%	?	1%
COC(=O)c1c(N)[nH]c(C(=O)c2ccccc2)c1-c1ccc(Cl)cc1	0%	2%	9	4%	-0.6	6%	0%	4%
CC12CCC(O)CC1=CCC1C2CCC2(C)c3[nH]ncc3CC12 (stereo not given)	-33%[inhibitor]	3%	-4	2%	0.6	-3%	-7%	53%
Cc1ccc(-n2c(=S)sc3c(=O)n(-c4ccccc4C)c(SCC(=O)O)nc32)cc1C	-2%	-10%	-3	-6%	1.5	-10%	-7%	?
CC(C)=CCC[C@](C)(O)C1CC[C@]2(C)C1[C@H](O)CC1[C@@]3(C)CC[C@H](O[C@@H]4O[C@H](CO)[C@@H](O)[C@H](O)[C@H]4O[C@@H]4O[C@H](CO)[C@@H](O)[C@H](O)[C@H]4O)C(C)(C)C3CC[C@]12C (stereo not given in full)	2%	-25%	2	3%	-2.1	-1%	-8%	?
O=C(Nc1cccc2ncccc12)c1ccco1	1%	8%	1	1%	-0.6	13%	-4%	4%
O=C(Nc1cccc(NC(=O)c2ccc([N+](=O)[O-])o2)c1)c1ccco1	-37%[inhibitor]	-3%	1	5%	1.7	-2%	-14%	19%
COc1ccc(-n2c(=O)c(CCC(=O)N3CCN(c4cccc(OC)c4)CC3)nc3ccccc32)cc1	0%	-19%	?	6%	-3.0	-15%	1%	34%
O=C1CC(c2ccccc2)CC(O)=C1C=Nc1ccccc1 (stereo not given)	-13%	1%	?	-23%	0.6	?	24µM*	19%
COc1cccc(-c2cc(C(=O)NCCCn3ccnc3)no2)c1	-10%	-3%	8	4%	-2.7	-1%	-2%	19%
COc1cccc(NC(=O)CN(C)C(=O)c2ccc3c(c2)CC(c2ccccc2)OC3=O)c1 (stereo not given)	10%	10%	-8	-4%	0.5	1%	-6%	/
Cc1ccc(-c2ccc(C(=O)O)[nH]2)cc1	-28%	-4%	-1	17%	0.2	-11%	3%	5%
CCOC(=O)CNc1ccc2c(c1)OCO2	0%	9%	0	2%	-1.7	-3%	-10%	-2%
CN(c1ccccc1)C(c1ccc(F)cc1)c1nnnn1CC1CCCO1 (stereo not given)	2%	10%	/	-7%	0.8	5%	-1%	20%
Cc1nc2ncnn2c(C)c1CCC(=O)NC(C)CCc1ccco1 (stereo not given)	16%	5%	-4	3%	-1.5	0%	-8%	8%
O=C(CN1CCCCC1)n1c2ccccc2c2ccccc21	-5%	-7%	-4	13%	0.6	-4%	6%	-5%
Fc1ccccc1CNC(=S)Nc1cccc(C(F)(F)F)c1	35%	0%	1	-6%[57.1 µM]	-1.1	2%	-5%	7%
CC(=O)OC[C@@H]1CN(Cc2cccc(C(F)(F)F)c2)C[C@H](n2cnc3c(NCc4ccco4)ncnc32)O1	3%	-15%	1	-2%	-0.2	-9%	7%	?
COc1cc2c(cc1OC)CN(C(=O)c1cccc([N+](=O)[O-])c1)CC2	-4%	0%	-14	-15%	-0.4	-11%	27µM*	4%
Cc1ccc(S(=O)(=O)N2CCCC(c3nc4c(nnn4Cc4ccc5c(c4)OCCO5)c(=O)[nH]3)C2)cc1 (stereo not given)	/	-1%	7	-6%	0.5	8%	-1%	-2%
O=C(Cn1nnc(-c2ccccc2F)n1)NCCc1ccccc1	14%	-1%	0	1%	-1.4	3%	3%	7%

Next part.
SMILES	Abeta rescue	EPAC1 ag	PI5P4Ka inh	WRN helicase inh	IL2 activator	EPAC1 antagonist	PLK1 PBD block	FUS suppressor
Cc1ccc(NC(=O)C(=O)NCCN2CCN(S(C)(=O)=O)CC2)cc1	-3%	-1%	-4	3%	0.3	-7%	-6%	-6%
Clc1ccccc1SCc1nc2ccccc2[nH]1	9%	0%	/	-4%	1.7	-2%	-13%	12%
Clc1cccc(Cl)c1COn1nnc2ccccc21	11%	12%	/	6%	-2.9	1%	0%	1%
COc1ccc(C2/C(=C(/O)c3ccc(OC(C)C)cc3)C(=O)C(=O)N2CCCN2CCOCC2)cc1 (stereo not given)	-15%	-6%	3	16%	-0.4	16%	-4%	15%
Cc1nc(S(=O)(=O)Cc2ccccc2Cl)nc2c1CCC2	-3%	-7%	-1	-7%	1.5	8%	-2%	-3%
Cc1[nH]c2ccccc2c1C(=O)CN1CCN(c2ccc(Cl)cc2)CC1	-21%	5%	10	5%	-0.2	-6%	?	12%
CCOC(=O)N1CCN(CC(O)c2ccccc2)CC1 (stereo not given)	0%	-6%	1	2%	0.8	-6%	0%	-23%

Record cards, as listed above.
Entry for Clc1ccccc1SCc1nc2ccccc2[nH]1 → Abeta rescue = 9%; EPAC1 ag = 0%; PI5P4Ka inh = /; WRN helicase inh = -4%; IL2 activator = 1.7; EPAC1 antagonist = -2%; PLK1 PBD block = -13%; FUS suppressor = 12%
Entry for Cc1[nH]c2ccccc2c1C(=O)CN1CCN(c2ccc(Cl)cc2)CC1 → Abeta rescue = -21%; EPAC1 ag = 5%; PI5P4Ka inh = 10; WRN helicase inh = 5%; IL2 activator = -0.2; EPAC1 antagonist = -6%; PLK1 PBD block = ?; FUS suppressor = 12%

Compound activity (PubChem)
